# RAD54 branch – RAD54 (human) branch migration inhibition. AID 602329. RAD54 Holliday junction branch migration, FAM/BHQ fluorescence. 0.14% of 360,000 active. Q92698. inhibition, % at 10.4 µM;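 active means mean normalized replicate activity at least 40 and at least half of replicates scoring 40 or more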;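 further: 0% = median of neutral control wells and 100% = median of positive control wells; inhibitors cause a drop in the FAM fluorescence signal; in these data hits start at about 50%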
# PglD DTNB – inhibitors of Campylobacter jejuni PglD acetyltransferase | purified PglD enzyme, DTNB colorimetric CoA detection | inhibition, % at 12.5 µM | 0.098% of 360,000 active; in the data active means inhibition above about 16%, passing the limit was not always enough; further: strong numbers were not always called active
# E-sel inducer – induces E-selectin expression in human endothelial cells; P16581; 0.37% of 260,000 active; AID 686992; HUVEC E-selectin immunofluorescence imaging; normalized: neutral wells 0, TNF-alpha wells 100; activation, % at 7.58 µM;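 active means mean E-selectin-positive cell signal at least 10% of the positive control, reached in at least 60% of replicates, without over 20% cell loss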;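 further: in these data hits start at about 27%; measured in HUVEC primary endothelial cells; signal is the percent of cells scored E-selectin positive by PE staining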
# Target sequence (P16581 whole entry, looked up): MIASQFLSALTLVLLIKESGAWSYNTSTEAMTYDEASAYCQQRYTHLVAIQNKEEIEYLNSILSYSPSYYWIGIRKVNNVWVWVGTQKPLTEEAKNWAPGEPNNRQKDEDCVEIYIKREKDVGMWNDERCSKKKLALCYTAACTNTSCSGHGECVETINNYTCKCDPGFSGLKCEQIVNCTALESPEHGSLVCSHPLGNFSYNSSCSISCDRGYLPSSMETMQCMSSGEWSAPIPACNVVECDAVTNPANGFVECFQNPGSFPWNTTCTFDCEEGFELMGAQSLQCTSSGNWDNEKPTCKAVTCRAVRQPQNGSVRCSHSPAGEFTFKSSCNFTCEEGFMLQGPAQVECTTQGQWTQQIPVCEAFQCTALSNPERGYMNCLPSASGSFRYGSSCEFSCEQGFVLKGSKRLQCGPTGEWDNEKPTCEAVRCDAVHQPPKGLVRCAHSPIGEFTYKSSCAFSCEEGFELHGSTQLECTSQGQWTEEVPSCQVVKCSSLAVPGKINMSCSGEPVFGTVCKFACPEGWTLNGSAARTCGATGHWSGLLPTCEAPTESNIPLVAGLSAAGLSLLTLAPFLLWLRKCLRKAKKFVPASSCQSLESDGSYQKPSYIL
#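 Read-out: % PE-positive cells | Test system: HUVEC | Doses: One compound dose added by pin transfer | Buffer or medium: EGM-2 over gelatin coat | Signal: Immunofluorescence imaging | Benchmarks: TNF-alpha, DMSO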
# Cneo AK release – Cryptococcus neoformans lysis via adenylate kinase release. C. neoformans lysis, adenylate kinase release luminescence, 4 h; normalised: neutral wells 0, clomiphene wells 100. 0.2% of 360,000 active. lysis activity, % at 15 µM;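 active means mean lysis activity across replicates of at least 80%, whatever share of replicates individually reach that level; inactive means mean lysis activity below 80%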
#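 Signal: Adenylate kinase release luminescence | Assay system: Log-phase Cryptococcus neoformans yeast cells | Input: Cells at 5 × 10^6 per mL | Buffer or medium: Fresh YPD growth medium | Compound: Single dose | Schedule: Static 4 h at 37 °C with compound, 1 h detection | Controls: Clomiphene | Read-out: Luminescence rise reflecting yeast cell lysis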
# RAD52 anneal inh – RAD52 (human) annealing inhibition | 0.46% of 360,000 active | recombinant RAD52 DNA annealing, FRET fluorescence | inhibition, % at 18.7 µM;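 active means every replicate showing at least 50% inhibition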
# Target sequence (P43351 whole entry, looked up): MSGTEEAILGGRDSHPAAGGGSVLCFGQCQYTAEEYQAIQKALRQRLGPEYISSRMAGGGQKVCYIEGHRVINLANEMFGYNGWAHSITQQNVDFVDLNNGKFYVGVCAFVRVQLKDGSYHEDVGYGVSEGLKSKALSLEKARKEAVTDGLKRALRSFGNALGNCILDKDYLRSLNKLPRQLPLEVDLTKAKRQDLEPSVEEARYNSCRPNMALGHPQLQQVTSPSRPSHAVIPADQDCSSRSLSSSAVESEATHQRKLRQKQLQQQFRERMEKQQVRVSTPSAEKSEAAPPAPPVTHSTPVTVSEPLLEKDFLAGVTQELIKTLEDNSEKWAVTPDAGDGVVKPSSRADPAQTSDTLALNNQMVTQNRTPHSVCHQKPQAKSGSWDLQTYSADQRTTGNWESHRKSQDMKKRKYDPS
# miR-122 sensor – miR-122 inhibition in Huh7 cells; activation (reporter increase), % at 12.5 µM; 0.3% of 340,000 active; AID 602342; Huh7 miR-122 Renilla luciferase sensor, 48 h; neutral wells = 0, positive control = 100;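 active means mean replicate activation score at least 90 and every replicate individually at or above 90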;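 further: higher luciferase means less miR-122 activity so hits act as miR-122 inhibitors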
# PGC1a acetyl inh – modulators of PGC1a acetylation. U2OS PGC1a acetylation, AlphaScreen anti-acetyl-lysine; with virally co-expressed GCN5 acetyltransferase. inhibition, % at 15.6 µM. 0.17% of 350,000 active. AID 651687;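 active means every replicate shows inhibition of at least 40%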;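 further: 0% = neutral control wells and 100% = positive control wells; some results beyond the cut were filed as inactive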
# ERAP1 inh – blocks human ERAP1 aminopeptidase activity | inhibition, % at 10.7 µM | recombinant ERAP1, Leu-AMC fluorescence, 60 min | 0.15% of 340,000 active;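 active means mean replicate inhibition of at least 30%, or all replicates individually reaching that 30% level; inactive means mean below 30% and not every replicate reaching it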;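 further: 0% = neutral control wells and 100% = L-leucinethiol positive control wells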
# Active calls of the source: *; nt = no result given; [ ] = remark or other dose. Outcome played no part in choosing rows (roughly 1.4% active in at least one column).
SMILES,RAD54 branch,PglD DTNB,E-sel inducer,Cneo AK release,RAD52 anneal inh,miR-122 sensor,PGC1a acetyl inh,ERAP1 inh
O=c1c(-c2ccc(Br)cc2)coc2c(CN3CCOCC3)c(O)ccc12,0,-8,nt,-2,nt,15,8,nt
Cc1ccc(/C=N/n2c(C)cc(C)c(C#N)c2=O)o1,-5,-6,0.3,1,-2,-4,0,-2
CCN1CCCC1CNC(=O)c1ccc(CS(=O)(=O)c2ccccc2C)o1 (stereo not drawn),-32,17,nt,2,nt,-4,8,nt
Cc1cc(O)c(/C=N/Nc2ccc(F)cc2)c(=O)o1,1,1,nt,6,-27,0,1,-4
COc1ccc(S(=O)(=O)Nc2cccc3c2O[C@@H](CN(C)C(=O)NC(C)C)[C@@H](C)CN([C@@H](C)CO)C3=O)cc1,3,2,nt,-6,-7,9[16.7 µM],1,0
C[C@@H]1CN([C@@H](C)CO)C(=O)c2cc(NS(=O)(=O)c3cccs3)ccc2O[C@@H](C)CCCCO[C@H]1CN(C)CC1CCCCC1,10,0,0.0,1,11,-4[16.7 µM],-10,-3
O=C(Cc1cccnc1)N1CC(=O)N2[C@H](CO)[C@@H](c3ccc(C#CC4CC4)cc3)[C@@H]2C1,nt,nt,0.2,nt,-12,nt,9,0
CO[C@@H]1CN(C)C(=O)c2ccc(NS(C)(=O)=O)cc2OC[C@@H](C)N(CC2CCOCC2)C[C@H]1C,4,0,-0.2,1,-1,8[16.7 µM],11,1
CCCCNC(=O)Cn1nc(Cc2ccncc2)c2ccccc2c1=O,-5,-4,0.0,-1,-4,3,nt,-2
O=C(CN1CCC(C(=O)c2ccc3c(c2)OCCO3)CC1)NCc1ccc(F)cc1,0,-2,nt,0,-33,-3,nt,-3
c1cncc(-c2nnc(SCc3cccc4ccccc34)o2)c1,1,-3,0.0,1,-7,-2,-1,6
Cc1ccc(S(=O)(=O)N2CCC(C(N)=O)CC2)cc1C(=O)NC1CCCCC1,8,-3,nt,4,-2,44,2,2
CCOc1ccc(/C=N/n2nnnc2N)cc1OCC,3,-4,0.1,-2,-4,-3,-4,2
O=C(Nc1ccccc1)N1C[C@H]2[C@@H](c3ccccc31)[C@H](CO)N2Cc1ccccc1,-3,4,0.1,-2,0,0[16.7 µM],-2,-2
CC(=O)N1[C@@H](CO)[C@H](c2ccccc2)[C@@H]1CN(CC(C)C)C(=O)c1ccccn1,2,1,-0.1,9,-5,42[16.7 µM],5,-1
[N-]=[N+]=NCc1ccccc1C[C@]1(C(=O)NCC(O)CO)N=C(c2ccc(OCCCO)cc2)O[C@H]1c1ccccc1 (stereo partly drawn),0,4,nt,10,4,nt,nt,-6
COc1cc(NC(=O)c2cccc(C)c2)c(OC)cc1NC(=O)CN1CCOCC1,-15,3,1.4,1,-7,nt,nt,-2
O=C(N=C1SC2CS(=O)(=O)CC2N1c1ccccc1F)C1CCCCC1 (stereo not drawn),-3,-4,nt,-3,-11,-5,0,-5
O=C(Nc1ccc2c(c1)[C@@H]1C[C@@H](CC(=O)N3CCCCC3)O[C@H](CO)[C@@H]1O2)Nc1ccccc1F,-1,1,0.0,-1,-8,-2[16.7 µM],-5,-1
CC(=O)Nc1ccc(-c2cc(N)n(-c3ccccc3)n2)cc1,2,-1,0.0,0,9,3,2,1
CCOc1ccc(Cc2nnc(SCC(=O)Nc3c(C)cccc3C)[nH]c2=O)cc1,nt,nt,0.1,nt,-19,13,nt,0
Cc1nn(C)c(C(=O)NN)c1Cl,nt,nt,nt,nt,-6,-7,-2,-2
C[C@@H]1CN([C@H](C)CO)C(=O)c2cc(NC(=O)Nc3cccc4ccccc34)ccc2O[C@@H](C)CCCCO[C@@H]1CN(C)S(=O)(=O)c1cccs1,1,-2,0.6,-2,nt,7[16.7 µM],1,nt
CCOc1ccc(N2C(=O)C(CC(=O)Nc3ccccc3)N(Cc3ccccn3)C2=S)cc1 (stereo not drawn),-1,10,7.3,-2,-22,8,-5,-1
O=C(Nc1ccc(Cl)c(Cl)c1)N[C@H]1CC[C@@H](CCn2cc(C3CCCC3)nn2)O[C@@H]1CO,nt,nt,0.1,nt,-1,nt,11,0
C[C@H](NC(=O)[C@H]1[C@H](CO)[C@H]2Cn3c(cccc3=O)[C@H]2N1C(=O)C1CC1)c1ccccc1,9,1,0.8,2,-3,-1[16.7 µM],1,2
FC(F)C(F)(F)C(F)(F)C(F)(F)c1cc(-c2ccccc2)n[nH]1,-3,-1,nt,-4,nt,-5,11,nt
CC=Cc1ccc2n(c1=O)C[C@H]1[C@H](CO)[C@@H](C(=O)NCCc3cn(C)cn3)[C@@H]2N1C(=O)C1CC1 (mixture of isomers),-6,1,-0.1,-9,1,0[16.7 µM],nt,-1
CCOc1ccc(S(=O)(=O)N2CCN(C(=S)NCC3CCCO3)CC2)cc1 (stereo not drawn),nt,nt,nt,nt,4,8,-12,4
COc1ccc(OC)c(-n2c(CN3CCC(C(N)=O)CC3)nc3ccccc3c2=O)c1,-8,2,nt,0,nt,2,-2,nt
COc1cc(C(=O)NNC(=O)c2cc(-c3ccccc3)n[nH]2)cc(OC)c1C,1,-4,-0.8,1,21,-3,13,1
COC(=O)c1ccc(CNC(=O)/C=C/[C@H]2O[C@@H](n3cc(C)c(=O)[nH]c3=O)C[C@@H]2O)cc1,-2,8,1.2,0,5,8,7,2
CCCCn1c(=O)[nH]c(=O)c2c1nc(CN(C)Cc1cccc(OC)c1OC)n2CCC,-10,7,-0.1,2,3,-2,-3,-1
CN=C1S/C(=C\c2ccc(Cl)cc2)C(=O)N1C,nt,nt,nt,nt,-2,-2,-9,4
CN1CCN(S(=O)(=O)c2ccc3c(c2)C(C)(C)C(=O)N3C)CC1,0,-1,2.0,1,5,-7,-6,2
CN(C)CC(=O)N1[C@@H]2c3ccc(-c4cccc(F)c4)c(=O)n3C[C@@H]2[C@@H](CO)[C@@H]1C(=O)NC1CCC1,2,1,-0.1,0,-9,-4[16.7 µM],nt,-1
COc1cccc(NC(=O)CNC(=O)[C@@H]2Cc3ccccc3CN2C(=O)OC(C)(C)C)c1,-14,4,nt,-2,-1,-1,-18,-1
O=C(Nc1ccc(F)cc1)N[C@H]1CC[C@@H](CCNC(=O)c2ccccc2F)O[C@H]1CO,nt,nt,-0.2,nt,7,nt,4,-1
Cc1nnc(SCC2=C(C(=O)O)N3C(=O)C(NC(=O)COc4ccc(F)cc4)C3SC2)s1 (stereo not drawn),-1,0,-0.3,0,-25,-2,6,1
CC1(c2ccccc2)NC(=O)N(CC(=O)Nc2cc(Cl)ccc2N2CCOCC2)C1=O (stereo not drawn),-16,-1,-0.1,0,0,-2,nt,2
Cc1cccc(N2CC(O)(c3cccs3)[N+]3=C2CCCC3)c1 (stereo not drawn),-13,1,3.4,0,-17,9,0,-3
c1ccc(NCc2cccnc2)cc1,-6,-3,nt,2,nt,0,-12,nt
O=C(COc1ccccc1)N/N=C/c1ccc2c(c1)OCO2,4,1,1.0,-4,-14,-3,-2,2
C=CCNc1ccc(C(=O)O)cc1,-2,-8,nt,1,nt,-10,-8,nt
Cc1nn2c(N3CCOCC3)c3c(nc2c1-c1ccccc1)CCCC3,-3,4,nt,1,nt,4,-3,nt
COc1ccc(Nc2ncnc3c2c(C)c(C)n3CCO)cc1,-6,0,nt,-4,-1,nt,nt,1
Cn1cnc(S(=O)(=O)N2CC[C@@H]3[C@H](CO)Nc4ccc(-c5ccc(F)cc5)cc4[C@@H]32)c1,-10,2,-0.8,-21,-137,1[16.7 µM],8,1
Cc1cc(C)c(NC2=NS(=O)(=O)c3ccccc32)c(C)c1,-3,-1,nt,-2,-2,2,1,-7
N#C[C@@H]1[C@H](c2ccc(-c3cccnc3)cc2)[C@@H](CO)N1C(=O)C1CC1,0,-5,-0.1,2,-2,nt,1,-1
COc1ccc(OCC(=O)N2CCN(c3nnc(-c4ccccc4)c4ccccc34)CC2)cc1,-1,-1,nt,3,nt,18,nt,nt
CC(C)C(Cl)=NOC(=O)Nc1ccc(F)cc1,nt,nt,-2.0,nt,-33,-1,-14,-1
COc1ccc(S(=O)(=O)N(CC(=O)N2CCN(C)CC2)C2CCCCC2)cc1OC,4,-4,nt,1,nt,-2,-23,nt
COC(=O)Cc1ccc(NC(=O)c2ccc3c(c2)C(=O)N(CC2CCCO2)C3=O)cc1 (stereo not drawn),0,1,-0.8,1,-3,-2,10,-3
CCc1nc(CNC(=O)C2CCC(=O)N(CCc3cccc(F)c3)C2)no1 (stereo not drawn),-7,5,-1.0,12,-7,nt,nt,-2
CN(C(=O)COC(=O)CSc1ccc([N+](=O)[O-])cc1)c1ccccc1,4,-4,-0.1,4,-3,5,3,1
COc1ccc(CCNC(=O)CN2C(=O)NC(Cc3c[nH]c4ccccc34)C2=O)cc1 (stereo not drawn),-4,-3,nt,-7,1,6,11,3
Cc1cc(C)c(C(=O)N2CCCC(CNS(=O)(=O)c3cccs3)C2)o1 (stereo not drawn),7,-1,-0.1,-1,-4,1,3,-1
O=C(O)C1C2OC(C(Br)C2Br)C1C(=O)O (stereo not drawn),3,-2,0.1,4,-9,-6,0,2
C[C@@H]1CN([C@@H](C)CO)C(=O)c2cc(NC(=O)NC3CCCCC3)ccc2O[C@@H](C)CCCCO[C@H]1CN(C)C(=O)Nc1cccc2ccccc12,-7,3,nt,-4,-3,-4[16.7 µM],-5,-1
Cc1ccc(C)c(OCCCCCn2ccnc2)c1,9,1,nt,7,nt,0,2,nt

# At a glance, some entries already given.
SMILES,RAD54 branch,PglD DTNB,E-sel inducer,Cneo AK release,RAD52 anneal inh,miR-122 sensor,PGC1a acetyl inh,ERAP1 inh
Cc1nn2c(N3CCOCC3)c3c(nc2c1-c1ccccc1)CCCC3,-3,4,nt,1,nt,4,-3,nt
COc1ccc(Nc2ncnc3c2c(C)c(C)n3CCO)cc1,-6,0,nt,-4,-1,nt,nt,1
Cn1cnc(S(=O)(=O)N2CC[C@@H]3[C@H](CO)Nc4ccc(-c5ccc(F)cc5)cc4[C@@H]32)c1,-10,2,-0.8,-21,-137,1[16.7 µM],8,1
Cc1cc(C)c(NC2=NS(=O)(=O)c3ccccc32)c(C)c1,-3,-1,nt,-2,-2,2,1,-7
N#C[C@@H]1[C@H](c2ccc(-c3cccnc3)cc2)[C@@H](CO)N1C(=O)C1CC1,0,-5,-0.1,2,-2,nt,1,-1

# Other entries follow.
SMILES,RAD54 branch,PglD DTNB,E-sel inducer,Cneo AK release,RAD52 anneal inh,miR-122 sensor,PGC1a acetyl inh,ERAP1 inh
COc1ccc(/C=C(/C(=O)c2ccc(Cl)cc2Cl)n2cncn2)cc1,-4,1,nt,-1,nt,4,16,nt
O=C(Nc1ccccc1OC(F)F)c1cccc(S(=O)(=O)N2CCCC2)c1,-4,-1,nt,0,-20,6,7,0
C[C@H]1CN([C@@H](C)CO)S(=O)(=O)c2ccc(C3=CCCCC3)cc2O[C@@H]1CN(C)C(=O)C1CCC1,-10,0,1.1,2,13,63[16.7 µM],1,0
Nc1ccc(C(=O)OCCc2ccccc2)cc1,9,0,0.0,-13,-11,-3,11,-3
CN(C(=O)c1cnc(N2CCN(c3ncccn3)CC2)c2ccccc12)c1ccc(Cl)cc1,-1,3,nt,0,nt,0,1,nt
COc1ccccc1C(=O)NCCC(=O)Nc1ccc(S(=O)(=O)Nc2ncccn2)cc1,3,-3,3.2,8,-9,nt,nt,-1
Cn1c(N)c(C(=O)CSc2nc(N)cc(=O)[nH]2)c(=O)n(C)c1=O,-7,5,nt,-1,nt,13,-5,nt
NC(=O)CSc1nccn1Cc1ccc(Cl)cc1,nt,nt,1.1,nt,-2,nt,-15,0
O=C(NCC(c1ccco1)N1CCCCC1)C(c1ccccc1)c1ccccc1 (stereo not drawn),-7,1,-0.7,0,-2,3,-7,19
